# Assay outcomes as filed in PubChem.
# NadD block: NadD (S. aureus) enzyme inhibition; purified NadD enzyme, colorimetric absorbance read-out; 360,000 compounds, 0.78% hits; inhibition, % at 20 µM; in the data active = inhibition above about 26%; also: some compounds past the cut are filed as inactive
# Neddylation inh: inhibitors of human cullin neddylation; TR-FRET cullin neddylation, biochemical; 360,000 compounds, 0.58% hits; AID 651699; calls only at 25 µM; in the data active = inhibition above about 36%
# Target sequence (P61081 whole entry, looked up): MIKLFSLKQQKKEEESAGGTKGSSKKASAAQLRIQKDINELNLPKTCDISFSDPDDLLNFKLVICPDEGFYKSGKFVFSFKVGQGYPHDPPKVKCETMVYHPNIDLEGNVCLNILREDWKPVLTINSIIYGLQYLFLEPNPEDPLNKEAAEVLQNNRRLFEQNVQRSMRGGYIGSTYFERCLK
# Target sequence (Q13564 whole entry, looked up): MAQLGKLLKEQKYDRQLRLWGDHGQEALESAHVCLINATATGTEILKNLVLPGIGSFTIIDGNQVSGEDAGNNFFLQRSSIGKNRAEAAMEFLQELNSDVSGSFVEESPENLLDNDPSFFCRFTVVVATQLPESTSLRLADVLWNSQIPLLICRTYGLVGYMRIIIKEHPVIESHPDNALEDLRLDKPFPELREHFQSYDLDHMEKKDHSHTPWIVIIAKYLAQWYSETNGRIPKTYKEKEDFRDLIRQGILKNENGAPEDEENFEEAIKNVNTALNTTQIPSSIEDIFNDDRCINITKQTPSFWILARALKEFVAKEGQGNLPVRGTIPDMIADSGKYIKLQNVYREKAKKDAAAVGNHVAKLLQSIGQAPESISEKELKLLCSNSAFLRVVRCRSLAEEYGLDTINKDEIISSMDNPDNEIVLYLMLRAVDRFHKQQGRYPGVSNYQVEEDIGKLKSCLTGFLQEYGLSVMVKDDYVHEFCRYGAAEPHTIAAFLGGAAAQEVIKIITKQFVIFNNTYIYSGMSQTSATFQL
# SUMO1 PPI mod: SUMO1-SIM interaction modulation; AID 602429; SUMO1 binding to a labelled peptide, TR-FRET, 1 h; P63165; inhibition, % at 20 µM; 360,000 compounds, 0.33% hits; in the data active = inhibition above about 37%
# Target sequence (P63165 whole entry, looked up): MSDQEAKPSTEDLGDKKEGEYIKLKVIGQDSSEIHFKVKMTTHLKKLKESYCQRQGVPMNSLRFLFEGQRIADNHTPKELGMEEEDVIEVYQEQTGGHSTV
# STEP block: inhibitors of human striatal-enriched phosphatase STEP. P54829. recombinant STEP, OMFP fluorogenic substrate, fluorescence. inhibition, % at 20 µM. 360,000 compounds, 0.25% hits. AID 588621;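 active = inhibition at 20 µM, scaled per plate between control wells, above about 37%, limit read from the data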;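 also: 0% = DMSO with enzyme and substrate and 100% = substrate only without enzyme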
#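 Assay system: isolated STEP enzyme. Buffer or medium: pH 6.0 Bis-Tris with DTT and Tween 20. Also added: fluorogenic phosphatase substrate OMFP at 25 µM final. Dosing: 20 µM, 1% DMSO. Timing: 20 min reaction, room temperature, in the dark. Measured by: fluorescence intensity, excitation 480 nm, emission 540 nm. Evaluation: normalized % inhibition.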
# Tb MetRS inh: blocks T. brucei methionyl-tRNA synthetase activity. 360,000 compounds, 0.4% hits. AID 624268. purified T. brucei MetRS, ATP depletion, Kinase-Glo luminescence. inhibition, % at 11.9 µM;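 active = inhibition above a per-plate cutoff of the control wells' mean inhibition plus 3 SD, cut at about 5.5% in these data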;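 also: 0% = DMSO wells median and 100% = median of wells with control inhibitor compound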
#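 Dosing: 11.9 µM single point; system: parasite MetRS enzyme; technique: luminescence of leftover ATP; times: 15 min enzyme-compound preincubation, 2 h reaction, 10 min detection, 25 °C; replicates: each compound tested once; read-out basis: percent inhibition relative to median high and low control wells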
# LMPTP block: blocks human LMPTP phosphatase; P24666; recombinant LMPTP-A, OMFP fluorogenic substrate, fluorescence intensity; inhibition, % at 20 µM; 360,000 compounds, 0.22% hits;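 active = compounds that cut the enzyme signal by at least half of the control window in the single-dose screen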;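 also: plate controls were DMSO wells with enzyme plus substrate for no effect and substrate without enzyme for full effect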
# Target sequence (P24666 whole entry, looked up): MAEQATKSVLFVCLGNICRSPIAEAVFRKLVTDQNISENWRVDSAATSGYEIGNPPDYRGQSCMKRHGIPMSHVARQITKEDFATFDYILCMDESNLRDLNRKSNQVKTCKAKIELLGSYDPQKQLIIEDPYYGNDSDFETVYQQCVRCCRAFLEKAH
#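 Assay system: LMPTP-A phosphatase enzyme | Input: 0.625 nM enzyme | Also added: Fluorogenic phosphatase substrate OMFP at 400 µM final | Compound dosing: One test concentration per compound, 20 µM, with 3% DMSO overall | Schedule: 50 min enzyme reaction at room temperature, protected from light | Signal: Fluorescence intensity | Benchmarks: no-enzyme and uninhibited controls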
# Scp1 inh: inhibitors of human Scp-1 phosphatase; inhibition, % at 20 µM; Q9GZU7; Recombinant Scp1, phosphopeptide, malachite green phosphate absorbance; AID 493091; 340,000 compounds, 0.88% hits;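 active = inhibition above about 50% at 20 µM, limit read from the data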;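 also: plate controls were DMSO wells with enzyme for no effect and wells lacking enzyme for full effect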
#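 assay system = SCP-1 phosphatase catalytic domain, residues 76-261 | buffer or medium = 50 mM Tris acetate pH 5.5, 0.005% Tween-20, 10 mM MgCl2 | incubation = enzyme reaction 45 min at room temperature, colour 5 min, stabilisation 30 min | signal = Phosphate-binding colour reagent, absorbance read at 630 nm | measure = % inhibition at 20 µM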
# DNMT1 inh: DNMT1 (human) enzyme inhibition | DNMT1 molecular beacon, Hinp1I cleavage, fluorescence | 360,000 compounds, 0.83% hits | inhibition (reported as % activation of signal), % at 10 µM | AID 588458; in the data active = inhibition above about 50%
# CendR NRP1 mod: alters CendR peptide binding to human NRP-1; FAM-RPARPAR peptide binding to NRP-1, fluorescence polarization; 360,000 compounds, 0.85% hits; inhibition, % at 25 µM;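 active = inhibition or corrected inhibition above about 18%, plus a signal ratio from 0.5 to 1.5, limit read from the data, passing the limit was not always enough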; also: strong numbers were not always called active
# SKN-1 block: C. elegans SKN-1 inhibition; C. elegans VP596 Pgst-4::GFP/RFP ratio, acrylamide-induced, 24 h; inhibition, % at 21.8 µM; 360,000 compounds, 0.49% hits;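 active = interference check ratio from 0.5 to 1.5 plus GFP to RFP signal ratio inhibition reaching or exceeding a fixed threshold, cut at about 30% in these data, passing the limit was not always enough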; also: some compounds called inactive have numbers as strong as hits
# * marks the source's active call; other numbers are inactive results; i = inactive; / = not tested or not shown. The order is random; any-hit rate near 4.6%.
entry | SMILES | NadD block | Neddylation inh | SUMO1 PPI mod | STEP block | Tb MetRS inh | LMPTP block | Scp1 inh | DNMT1 inh | CendR NRP1 mod | SKN-1 block
1 | COC(=O)C(C)N1C(=O)S/C(=C/c2cc(C)n(C(C)C)c2C)C1=O (stereo unspecified) | -5 | i | -14 | -1 | 0.2 | -0.7 | 0 | -8 | -3 | 13
2 | Cc1ccc(C(=O)CN(C(=O)c2ccc(Cl)cc2)N2C(=O)CCC2=O)cc1 | -7 | i | 1 | 9 | -0.1 | 0.3 | 35 | 0 | -4 | -2
3 | O=C1CC(c2nc3ccccc3[nH]2)CN1c1ccccc1 (stereo unspecified) | 3 | i | 2 | -3 | 2.9 | 0.5 | -4 | 0 | 7 | -8
4 | COC(=O)c1[nH]c(C)c(/C(O)=C2\C(=O)C(=O)N(CCN(C)C)C2c2ccccc2OC)c1C (stereo unspecified) | -2 | i | 1 | 1 | -0.8 | -0.2 | 4 | -1 | 2 | -11
5 | O=C(Cn1nc(-c2ccccc2Cl)ccc1=O)Nc1ccccc1-c1ccccc1 | -7 | i | -3 | -1 | -0.7 | -0.1 | -3 | 0 | 1 | -9
6 | NC(=O)C1CCN(C(=O)c2ccc(-c3ccccc3Cl)o2)CC1 | -6 | i | -8 | -3 | 0.0 | 0.7 | -7 | -1 | 2 | 11
7 | CCc1csc(CCNC(=O)C2CCC(=O)N(Cc3cccc(C(F)(F)F)c3)C2)n1 (stereo unspecified) | 3 | i | -2 | 0 | -0.3 | 0.0 | -2 | 3 | 0 | 8
8 | CC(=O)Oc1cccc(N2C(=O)CC(Nc3ccc(N4CCOCC4)cc3)C2=O)c1 (stereo unspecified) | 4 | i | -9 | 3 | 0.2 | 4.2 | -2 | -21 | -12 | -12
9 | CCOc1ccc(C(=O)NCCCn2ccnc2)cc1 | -3 | i | -4 | -3 | -0.2 | -2.8 | -5 | 3 | -1 | -3
10 | Cc1nc2ccc(NC(=O)c3ccc(S(=O)(=O)N(C)C)cc3)cc2s1 | -7 | i | 5 | -4 | -0.5 | -0.6 | 49 | 1 | 2 | -10
11 | CCc1ccccc1NC(=O)c1cc([N+](=O)[O-])ccc1N1CCOCC1 | 4 | i | -24 | -1 | -0.1 | -1.3 | -4 | -2 | 6 | 23
12 | CC(=O)OC(C(=O)NCCc1ccccc1)c1cccnc1 (stereo unspecified) | 3 | i | -5 | -1 | -0.7 | -2.3 | -5 | 2 | 1 | 18
13 | Cc1ccc(C(=O)N/N=C/c2ccc(OC(=O)c3ccccc3Cl)cc2)cn1 | -10 | i | 2 | -3 | -0.3 | 0.0 | -5 | -3 | 4 | 5
14 | COc1ccccc1NC(=O)c1ccc2nc(N3C(=O)CCC3=O)sc2c1 | 5 | i | 2 | -2 | -0.5 | 0.1 | -5 | -6 | -8 | -5
15 | COc1ccc(CCN(C)C(=O)c2cc(S(=O)(=O)NCc3ccccc3)ccc2C)cc1OC | 5 | i | -49 | -1 | 0.1 | -10 | -7 | -3 | -28 | 13
16 | Cc1ccc(/C=C/C(=O)NC(C)c2ccccc2)cc1 (stereo unspecified) | -6 | i | -8 | 2 | -0.9 | -2.6 | -3 | 5 | -13 | 6
17 | CNC(=O)C(=O)N/N=C/c1ccccn1 | 0 | i | 0 | -1 | 0.1 | -0.9 | -11 | 1 | 0 | 3
18 | CCCCCCN1C[C@@H](O)[C@H](n2cc(COC(=O)c3ccccc3)nn2)C[C@@H]1c1ccccc1 | 2 | i | 3 | -1 | -1.3 | 2.5 | / | -5 | -10 | 4
19 | COc1cc2nc(C3CC3)n(NC(=O)c3ccc(F)cc3)c(=O)c2cc1OC | -4 | i | 4 | 1 | -0.3 | -1.8 | -8 | -2 | -8 | 1
20 | O=C(NCCOc1cccnc1)C1CCC(=O)N(Cc2ccccc2F)C1 (stereo unspecified) | -2 | i | -2 | 1 | -0.4 | -1.3 | 4 | 0 | 10 | 9
21 | COC(=O)C1=C(C)OC(N)=C(C#N)C1c1ccc(OC)c(CSc2ccccn2)c1 (stereo unspecified) | 7 | i | -6 | -1 | 1.9 | -0.5 | -8 | -9 | -9 | -8
22 | COc1ccc(/C=N/Nc2nc(-c3ccc(C)cc3)c(C#N)c(=O)[nH]2)cc1 | -3 | / | 8 | 4 | 0.7 | 0.6 | -4 | 6 | -11 | 21
23 | Nc1cc(=O)[nH]n1C1CCN(c2ccccc2)CC1 | -3 | i | -2 | 1 | -1.1 | -1.1 | -4 | -5 | 0 | -16
24 | CC1CCN(C(=O)CCNS(=O)(=O)c2ccc3c(c2)oc(=O)n3C)CC1 | 1 | i | 6 | -1 | 0.0 | -2.2 | -3 | 1 | 12 | 11
25 | CCN(c1ccccc1)S(=O)(=O)c1ccc(C(=O)N2CCOCC2)cc1 | 4 | i | 6 | 3 | -0.2 | -1.5 | -2 | 1 | 9 | -9

# New compounds follow:
entry | SMILES | NadD block | Neddylation inh | SUMO1 PPI mod | STEP block | Tb MetRS inh | LMPTP block | Scp1 inh | DNMT1 inh | CendR NRP1 mod | SKN-1 block
26 | CCOc1cc(S(=O)(=O)Nc2ccc(Cl)cn2)ccc1F | 1 | i | 0 | 5 | -0.6 | -1.3 | -1 | 3 | -4 | -10
27 | COC(=O)c1ccc(OC(=O)c2ccc(OC)cc2)c(OC)c1 | -16 | i | -4 | -2 | 0.1 | 1.1 | -19 | 0 | 10 | -3
28 | Cc1ccc(NC(=O)CSc2n[nH]c(-c3ccco3)n2)cc1 | -3 | i | 1 | 10 | -0.7 | 0.4 | -5 | -1 | 1 | 1
29 | O=C1/C(=C/c2ccc(S(=O)(=O)O)cc2S(=O)(=O)O)CCc2ccccc21 | 7 | i | -6 | / | 0.3 | -1.5 | / | / | -15 | -8
30 | O=[N+]([O-])c1ccc(N2CCN(CCO)CC2)cc1Sc1ccccn1 | 8 | i | -23 | 1 | 1.7 | -0.3 | -1 | -2 | 0 | 10
31 | Cc1csc2nc(O)c(C(=O)NCCCc3ccccc3)c(=O)n12 | 5 | i | 5 | 5 | -0.6 | 15 | -10 | 4 | 4 | -3
32 | C=CCOC(=O)C1=C(C)NC(C)=C(C(=O)OCC=C)C1c1cn(-c2ccccc2)nc1-c1ccco1 | 7 | / | 2 | 0 | -1.0 | 1.1 | -4 | -7 | -2 | -1
33 | CC(C(=O)N1CCCc2ccccc21)N1C(=O)c2ccccc2C1=O (stereo unspecified) | 1 | i | -2 | -11 | -0.4 | -0.7 | -10 | 3 | 12 | -4
34 | CCOC(=O)c1cc(C(=O)Nc2ccccc2F)nn1C | -2 | i | -1 | -1 | 0.1 | -0.2 | 0 | 2 | -2 | 7
35 | O=C(NCCCN1CCCC1=O)c1cccs1 | -4 | i | -2 | 10 | -0.5 | -0.8 | -8 | 10 | 0 | 9
36 | Cc1c(Cl)ccc2sc(NC(=O)CN3C(=O)c4ccccc4C3=O)nc12 | 9 | i | 7 | 1 | 0.8 | 21 | -11 | 43 | -10 | -6
37 | O=C(COC(=O)c1cc(=O)[nH]c2ccc(Br)cc12)c1ccccc1 | -3 | i | -4 | 1 | -0.3 | 0.2 | -9 | -4 | -6 | 3
38 | Cc1cc(OCC(=O)OCC(=O)c2c(N)n(C)c(=O)n(C)c2=O)ccc1Cl | 1 | i | 11 | 0 | -0.4 | -1.5 | -7 | -3 | 9 | -20
39 | C[C@@H]1CN([C@@H](C)CO)C(=O)CCCn2nncc2CO[C@H]1CN(C)Cc1ccncc1 | -6 | i | 7 | -3 | 0.6 | -5.2 | / | 5 | 2 | 2
40 | CC(C)[C@H](CN1CCC[C@H]1CN1C(N)=NC[C@H]1C(C)C)N1C[C@@H](Cc2ccccc2)N(CCCC2CCCC2)C1=N | 1 | i | -38 | 2 | -1.0 | 5.4 | 0 | 10 | 8 | -17
41 | Cc1ccc(CNc2nc3cc(-c4ccccc4C)sc3c(=O)n2C)c(C)c1 | 14 | i | -32 | 0 | -0.5 | 1.9 | / | -12 | -8 | 14

# Filtered by structure: the compounds so far with four or more nitrogen atoms (eight)
entry | SMILES | NadD block | Neddylation inh | SUMO1 PPI mod | STEP block | Tb MetRS inh | LMPTP block | Scp1 inh | DNMT1 inh | CendR NRP1 mod | SKN-1 block
17 | CNC(=O)C(=O)N/N=C/c1ccccn1 | 0 | i | 0 | -1 | 0.1 | -0.9 | -11 | 1 | 0 | 3
18 | CCCCCCN1C[C@@H](O)[C@H](n2cc(COC(=O)c3ccccc3)nn2)C[C@@H]1c1ccccc1 | 2 | i | 3 | -1 | -1.3 | 2.5 | / | -5 | -10 | 4
22 | COc1ccc(/C=N/Nc2nc(-c3ccc(C)cc3)c(C#N)c(=O)[nH]2)cc1 | -3 | / | 8 | 4 | 0.7 | 0.6 | -4 | 6 | -11 | 21
23 | Nc1cc(=O)[nH]n1C1CCN(c2ccccc2)CC1 | -3 | i | -2 | 1 | -1.1 | -1.1 | -4 | -5 | 0 | -16
28 | Cc1ccc(NC(=O)CSc2n[nH]c(-c3ccco3)n2)cc1 | -3 | i | 1 | 10 | -0.7 | 0.4 | -5 | -1 | 1 | 1
30 | O=[N+]([O-])c1ccc(N2CCN(CCO)CC2)cc1Sc1ccccn1 | 8 | i | -23 | 1 | 1.7 | -0.3 | -1 | -2 | 0 | 10
39 | C[C@@H]1CN([C@@H](C)CO)C(=O)CCCn2nncc2CO[C@H]1CN(C)Cc1ccncc1 | -6 | i | 7 | -3 | 0.6 | -5.2 | / | 5 | 2 | 2
40 | CC(C)[C@H](CN1CCC[C@H]1CN1C(N)=NC[C@H]1C(C)C)N1C[C@@H](Cc2ccccc2)N(CCCC2CCCC2)C1=N | 1 | i | -38 | 2 | -1.0 | 5.4 | 0 | 10 | 8 | -17
